WRN helicase inh: blocks human WRN helicase. Q14191. WRN helicase unwinding, fluorescent forked duplex, kinetic. Potency, µM (titrated, usually from 114 µM), for the others: top-dose activity change, negative = inhibition, actives largely listed as inhibitors. actives 0.46% (n = 360,000); also: potency is read from the fitted curve at half-maximal effect; % is scaled to controls: 0 for no effect and ±100 for the full control effect; nearly all actives have a fitted effect of over 55% in size
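Primary qHTS, 1536-well format. 20 nM WRN + compound, 15 min RT; start with 100 nM forked fluorophore/quencher duplex, 2 mM ATP (final); kinetic read ex 525/em 598 nm.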
HEK293 tox: cytotoxic in the GLP-1 receptor inverse agonist counter-screen. HEK293 cAMP-luciferase reporter cells, luminescence, 24 h. actives 0.13% (n = 410,000). AID 624418. Potency, µM (highest dose often 38.3 µM), inactives show at the top dose activity change, negative = inhibition, actives largely listed as inhibitors;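 also: loss of luciferase light is scored as toxicity; potency is read from the fitted curve at half-maximal effect; % is scaled to controls: 0 for no effect and ±100 for the full control effect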
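Quantitative HTS format, 1536 wells, 200 cells/uL seeded. Compounds: 23 nL, 24 h, 37 °C. Detection: luciferase reagent, luminescence at 12 min RT; decreased signal taken as cytotoxic.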
PLK1 PBD inh: inhibitors of human PLK1 polo-box domain binding. P53350. Plk1 PBD binding of FITC phosphopeptide, fluorescence polarization. Potency, µM, inactives show max response, negative = inhibition, most hits filed as inhibitors. actives 2.8% (n = 360,000). AID 720504; also: potency is read from the fitted curve at half-maximal effect; series mostly up to about 57 µM; % is scaled to controls: 0 for no effect and ±100 for the full control effect; nearly all actives have a fitted effect of over 65% in size
PI5P4Ka inh: blocks human PI5P4K alpha kinase activity; P48426; PI5P4Kalpha enzyme, ADP-Glo luminescence, 60 min; stronger effect = lower value; max response, %; actives 1.2% (n = 330,000); AID 652105; active = max response of -50% or lower; inconclusive = between -30% and -50%; inactive = -30% or higher; also: value at the top dose of about 77 µM; % is scaled to controls: 0 for no effect and ±100 for the full control effect
Target sequence (P48426 whole entry, looked up): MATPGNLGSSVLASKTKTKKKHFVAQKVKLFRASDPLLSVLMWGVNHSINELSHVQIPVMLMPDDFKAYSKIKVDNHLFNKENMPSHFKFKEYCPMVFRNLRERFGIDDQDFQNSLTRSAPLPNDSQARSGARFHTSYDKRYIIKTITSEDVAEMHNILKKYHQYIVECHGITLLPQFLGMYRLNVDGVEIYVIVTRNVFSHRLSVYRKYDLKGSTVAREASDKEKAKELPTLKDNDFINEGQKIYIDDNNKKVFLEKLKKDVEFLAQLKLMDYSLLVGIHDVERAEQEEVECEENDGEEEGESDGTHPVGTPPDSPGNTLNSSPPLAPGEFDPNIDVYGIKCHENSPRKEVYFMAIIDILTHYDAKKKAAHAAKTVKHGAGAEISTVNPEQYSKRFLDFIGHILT
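Human PI5P4Kalpha with substrate in 0.038 M HEPES pH 7.4, 0.28 mM EGTA, 0.1% CHAPS, 5% DMSO; reaction started with 5 microM ATP (final), 60 min at room temperature. ADP formed read by ADP-Glo luminescence.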
GLP1R ag: agonists of human GLP-1 receptor; P43220; HEK293 GLP-1R CRE-luciferase, luminescence, 4-6 h; cells express a hypersensitive GLP-1R form; Potency, µM (highest dose often 45.6 µM), for the others: top-dose activation, usual class: activators; actives 0.007% (n = 380,000); AID 624172; also: potency is read from the fitted curve at half-maximal effect; % of control where 0% means no effect
D3 antag: antagonists of human D3 dopamine receptor; actives 2.5% (n = 360,000); max response, negative = inhibition, %; AID 652054; D3R cells, DiscoveRx beta-arrestin luminescence, antagonist mode; stronger effect = lower value; P35462; in the data active = max response below about -50%; inconclusive = no clear call, values can overlap the other calls; also: % is scaled to controls: 0 for no effect and ±100 for the full control effect; mostly tested at two doses, the higher about 12 µM
Target sequence (P35462 whole entry, looked up): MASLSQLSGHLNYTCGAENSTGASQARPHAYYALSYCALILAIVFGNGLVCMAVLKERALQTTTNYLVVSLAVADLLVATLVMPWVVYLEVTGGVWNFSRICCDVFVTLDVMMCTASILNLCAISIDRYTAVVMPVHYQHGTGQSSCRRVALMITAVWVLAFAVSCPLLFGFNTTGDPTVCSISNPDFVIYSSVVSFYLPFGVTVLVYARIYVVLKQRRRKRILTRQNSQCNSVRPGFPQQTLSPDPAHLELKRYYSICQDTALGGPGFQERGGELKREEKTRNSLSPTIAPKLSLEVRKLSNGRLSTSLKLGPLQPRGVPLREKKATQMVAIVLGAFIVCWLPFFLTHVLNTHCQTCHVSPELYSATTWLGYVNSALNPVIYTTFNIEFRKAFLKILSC
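Cells expressing the human receptor were seeded at 1500 cells/well, incubated overnight at 37 degrees C in 5% CO2, then exposed to library compounds with dopamine controls for 90 minutes at 37 degrees C before luminescent detection.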
GLP1R inv ag: inverse agonists of human GLP-1 receptor; P43220; HEK293 GLP-1R CRE-luciferase, luminescence, 24 h; GLP-1R form is constitutively active; Potency, µM (top dose mostly 38.3 µM), inactives show top-dose activity change, negative = inhibition, hits mostly inhibitors; actives 1.6% (n = 410,000); also: potency is read from the fitted curve at half-maximal effect; % is scaled to controls: 0 for no effect and ±100 for the full control effect; nearly all actives have a fitted effect of over 55% in size
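Assay principle: reduced luminescence from a cAMP-responsive reporter in HEK293 cells co-expressing a constitutively active GLP-1R. Conditions: 24 hr compound incubation, 37 deg C, 5% CO2.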
D3 ag: activates the human D3 dopamine receptor; P35462; D3R DiscoveRx beta-arrestin cells, luminescence, 90 min; max activation, %; actives 0.58% (n = 410,000); AID 652048; in the data active = max activation above about 30%; also: 0% is about no effect; mostly tested at two doses, the higher about 12 µM
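Agonist-mode cell screen: cells plated at 1500/well and incubated overnight at 37 °C, then exposed to library compounds for 90 min at 37 °C. Detection reagent was added for 30–60 min at room temperature, and luminescence was read.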
IL-2 act: IL-2 activation | IL-2 activation reporter assay, cell-based qHTS; stimulated with anti-CD3/CD4/CD28 beads; in transgenic mouse T cells | activation, % (series mostly up to about 46 µM) | actives 0.065% (n = 360,000) | AID 652025; in the data active = activation above about 50%; inconclusive = mostly about 30% to 49%; also: 0% is about no effect
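EGFP and DsRed fluorescence is measured by plate cytometry in unstimulated transgenic mouse T cells exposed to compound for 60 minutes, then stimulated 18 hours at 37 degrees C with anti-CD3/anti-CD4 beads plus anti-CD28.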
* = called active by the depositor; ? = inconclusive; nt = no result given; [ ] = remark or other dose. Unless noted, calls follow the shape of the dose curve; as a rule, active = well fitted curve in the direction sought with a large enough effect; inconclusive = small, poorly fitted or top-dose-only effect, or another doubt; inactive = no such curve, though single readings can be large; an effect the other way counts as inactive or inconclusive.

SMILES | WRN helicase inh | HEK293 tox | PLK1 PBD inh | PI5P4Ka inh | GLP1R ag | D3 antag | GLP1R inv ag | D3 ag | IL-2 act
CCN(CC(=O)Nc1ccccc1OC)C(=O)CSCC(=O)Nc1ccc(OC)cc1 | -2% | -5% | -8% | 5 | 11% | 0 | 17% | 11 | 4.1
Nc1nnc(SCn2nnc3ccccc3c2=O)s1 | -4% | -28% | 8% | 12 | -1% | -6 | 2% | -4 | 3.3
Cc1ccc(COC(=O)c2ccc3ccccc3n2)cc1 | -1% | -16% | -1% | 3 | 21% | 10 | 5% | 5 | 1.1
COc1ccc(/C(C)=N/NC(=O)c2cc(C)[nH]n2)c(OC)c1 | 1% | 2% | -6% | -1 | 4% | 1 | 11% | 6 | -2.0
O=C(CSc1nc2ccsc2c(=O)n1CC1CCC(C(=O)O)CC1)NCCc1ccc(Cl)cc1 (stereo unspecified) | 3%[11.6 µM] | 2% | -12% | 3 | -2% | -18 | 16% | -1 | 0.5
O=C(CSc1nc2ccccc2s1)N1CCCCC1 | -4% | ? | 15µM* | nt | -3% | -9 | 5% | 0 | -1.2
CC(=O)c1ccc(NC(=O)c2ccc3nc(C)sc3c2)cc1 | 11% | -4% | 0% | -8 | -4% | -13 | 10% | -1 | 2.6
O=C(/C=C/c1ccccc1O)c1ccc(Cl)cc1 | -35% | -14% | -26% | 3 | 0% | -18 | ? | -5 | -4.2
COc1ccc(CCNS(=O)(=O)c2ccc3c(c2)CCCC3)cc1OC | -3% | -20% | -4% | 6 | 29% | 12 | ? | 1 | 1.3
N#CC(c1cccc(Cl)c1)c1ccc2c(C(F)(F)F)cc(C(F)(F)F)nc2n1 (stereo unspecified) | -4% | -27% | -16% | -13 | -24% | 1 | 3.2µM* | 9 | -0.7
CN(C)C(=O)c1ccc(NC(=O)COC(=O)c2cc(S(=O)(=O)N(C)C)ccc2N2CCCC2)cc1 | -7% | 7% | -7% | -9 | 0% | -2 | 6% | 5 | 0.6
CCN(CC)CCCNC(=O)c1ccccc1C | 9% | -24% | -6% | nt | -1% | 10 | 0% | -6 | -3.6
CCCN1CCN(CCCNC(=O)Cn2nc(-c3ccccc3)ccc2=O)CC1 | 3% | -19% | -1% | nt | -1% | 11 | -3% | 3 | 0.1
O=C1c2ccccc2C2(c3cc(C(F)(F)F)cc(C(F)(F)F)c3)NCCN12 (stereo unspecified) | -3% | -15% | -6% | 10 | 20% | 10 | 10µM* | 1 | 0.9
O=C(/C=C/c1ccccc1Cl)OCC(=O)N1CCCC1 | -19% | 8% | -1% | 1 | 9% | 11 | -2% | -2 | 0.3
CCOC(=O)Cc1csc(NC(=O)CSc2ncnc3c2cnn3-c2ccccc2Cl)n1 | 1% | -17% | -1% | -1 | -32% | -13 | ? | 2 | -0.6
O=C(COC(=O)Cn1cnc2ccccc21)NCCc1ccccc1 | 0% | 0% | -5% | 0 | 5% | ? | 2% | -3 | -0.3
Cc1cccc(OP(=O)(Nc2c(C)n(C)n(-c3ccccc3)c2=O)Oc2cccc(C)c2)c1 | 3% | -12% | -22% | 0 | 14% | 5 | ? | 0 | 3.1
CCN(CC)c1ccc(NC(=O)CN2CCN(CC(=O)Nc3ccc(F)cc3)CC2)cc1 | -5% | -5% | 1% | 2 | -2% | 18 | 13µM* | 3 | -1.0
C=CCn1c(SCC(=O)Nc2ccccc2C)nc2sc(C)c(C)c2c1=O | 3%[57.1 µM] | 5% | -10% | -1 | 1% | 6 | 21% | 2 | -2.5
CCN(C(=O)COC(=O)c1cncc(Br)c1)C1CCS(=O)(=O)C1 (stereo unspecified) | 1% | -12% | 3% | -2 | -3% | 2 | 0% | -6 | -2.4
CCCC(=O)NC(Nc1ccccc1OC)C(Cl)(Cl)Cl (stereo unspecified) | -1% | 5% | -2% | nt | -13% | 29 | 0% | 7 | -1.2
O=c1c(C/C=C/c2ccccc2)c(O)ccn1Cc1ccc(Cl)cc1Cl | -2% | -41% | -3% | 1 | -1% | -7 | -21% | 0 | 1.1
S=C(NCc1ccco1)NCc1ccccc1Cl | 6% | -6% | -20% | -27 | 8% | -2 | ? | -3 | -1.8

Among those listed so far, 2 contain a thiophene ring, fused or not.
SMILES | WRN helicase inh | HEK293 tox | PLK1 PBD inh | PI5P4Ka inh | GLP1R ag | D3 antag | GLP1R inv ag | D3 ag | IL-2 act
O=C(CSc1nc2ccsc2c(=O)n1CC1CCC(C(=O)O)CC1)NCCc1ccc(Cl)cc1 (stereo unspecified) | 3%[11.6 µM] | 2% | -12% | 3 | -2% | -18 | 16% | -1 | 0.5
C=CCn1c(SCC(=O)Nc2ccccc2C)nc2sc(C)c(C)c2c1=O | 3%[57.1 µM] | 5% | -10% | -1 | 1% | 6 | 21% | 2 | -2.5

Copied from the list:
Value for O=C(CSc1nc2ccsc2c(=O)n1CC1CCC(C(=O)O)CC1)NCCc1ccc(Cl)cc1 (stereo unspecified) under D3 antag: -18
Value for CC(=O)c1ccc(NC(=O)c2ccc3nc(C)sc3c2)cc1 under D3 ag: -1
Value for COc1ccc(/C(C)=N/NC(=O)c2cc(C)[nH]n2)c(OC)c1 under GLP1R inv ag: 11%
Value for CCN(C(=O)COC(=O)c1cncc(Br)c1)C1CCS(=O)(=O)C1 (stereo unspecified) under GLP1R inv ag: 0%
Value for CCN(CC)CCCNC(=O)c1ccccc1C under HEK293 tox: -24%
Value for CN(C)C(=O)c1ccc(NC(=O)COC(=O)c2cc(S(=O)(=O)N(C)C)ccc2N2CCCC2)cc1 under GLP1R inv ag: 6%

The results go on.
SMILES | WRN helicase inh | HEK293 tox | PLK1 PBD inh | PI5P4Ka inh | GLP1R ag | D3 antag | GLP1R inv ag | D3 ag | IL-2 act
N#Cc1cccc(Cn2nnc(-c3ccccc3)n2)c1 | 3% | -6% | -6% | 4 | 1% | ? | 12% | 0 | 0.2
Cc1ccc(S(=O)(=O)CCC(=O)OCC(=O)N2CCN(c3ccccc3)CC2)cc1 | 2% | 6% | 1% | 1 | -10% | 0 | 6% | 2 | -4.8
COc1ccc(-c2cc(C(=O)NC3CC3)c3ccccc3n2)cc1 | 0% | 4% | 4% | 2 | 11% | -5 | 4% | 0 | -0.3
CCc1sc(C(=O)NCCCn2ccnc2)cc1Br | -3% | -5% | 0% | 0 | -2% | ? | 5% | -28 | -0.7
COc1ccccc1CC1(C)NC(=O)N(CC(=O)N2CC(C)OC(C)C2)C1=O (stereo unspecified) | -1% | 0% | -12% | 0 | 5% | -20 | -5% | 0 | 2.0
COC(=O)c1cc2c(cc1N)OCCO2 | 9% | -5% | -7% | -12 | 3% | -1 | -1% | 5 | -4.8
COc1cc(NC(=O)Cn2cnc3ccccc3c2=O)c(OC)cc1Cl | 5% | 4% | -5% | -10 | -2% | 9 | 4% | 6 | 0.2
COc1cc(CN2CC(=O)N(c3ccc(C)c(Cl)c3)C2=S)cc(OC)c1OC | 3% | -19% | -22% | 2 | 12% | 34 | 8.9µM* | 11 | -0.3
O=C(NCCCN1CCN(c2ccc(F)cc2)CC1)c1cnn(-c2ccc(F)cc2)c1-n1cccc1 | nt | -21% | nt | nt | -10% | nt | ? | 13 | nt
CC(=O)N/C(=C/c1ccc2c(c1)OCO2)C(=O)NCCO | -7% | 1% | 5% | 3 | 8% | 4 | -1% | 3 | -0.3
Cc1occc1C(=O)N(C)CC1CCCN(CCc2ccc(Cl)cc2)C1 (stereo unspecified) | 5% | -3% | -15% | 1 | 11% | ? | ? | -5 | -2.0
COC(=O)CCC(=O)OC1(C)C(=O)C2=CN(CCc3c[nH]c4ccccc34)C(c3ccc(OC)cc3)=CC2=C(Br)C1=O (stereo unspecified) | 1% | -6% | -26% | -27 | -2% | -8 | 26% | 12 | 0.6
CC(=O)c1cccc(NC(=O)C2CCCCC2)c1 | -7% | 1% | 3% | nt | 3% | 2 | 2% | 3 | -0.3
CCOc1cc(N2CCOCC2)c(OCC)cc1NC(=O)CN1CCSC1=O | 5% | 6% | -5% | -14 | -3% | -20 | 4% | -6 | 0.4
CCOC(=O)c1cc2c(=O)n3ccccc3nc2n(CCOC)c1=NC(=O)C(C)(C)C | -3% | nt | -2% | -5 | -4% | 8 | -3% | -6 | 0.2
Cc1ccc(S(=O)(=O)NCc2ccc(C(=O)NCCc3ccc(S(N)(=O)=O)cc3)cc2)cc1 | -3%[11.6 µM] | 1% | -14% | 1 | 5% | 27 | 5% | 7 | -0.1
O=C(N/N=C/c1cccc(Cl)c1)C1CCCC1 | -2% | -16% | -3% | 5 | 16% | 1 | -10% | 2 | -1.4
COC(=O)c1cc(C(=O)OC)cc(N2C(=O)CC(Sc3nc(C)cc(C)n3)C2=O)c1 (stereo unspecified) | -13% | ? | -14% | 5 | 0% | 33 | 5% | -7 | 0.0
CC(C)(C)c1csc(NC(=O)CSc2nc3ccccc3c(=O)[nH]2)n1 | -16% | -25% | ? | nt | 3% | 12 | -25% | -17 | -3.1
CCCCN(CC)CCCNC(=O)C1c2ccccc2C(=O)N(C)C1c1cn(C)c2ccccc12 (stereo unspecified) | -2% | -30% | -7% | -1 | 0% | -26 | ? | -9 | -2.1
O=[N+]([O-])c1cc(Cl)ccc1N1CCCCC1 | 7% | 7% | -10% | 6 | 6% | 0 | 4% | -8 | -4.2
O=C(CSCc1nc2c(nnn2Cc2ccc(F)cc2)c(=O)[nH]1)Nc1cccc(C(F)(F)F)c1 | 4% | -10%[0.307 µM] | -11% | 2 | 0% | 0 | 3%[0.307 µM] | 5 | 0.0

No new results follow: an excerpt of the list.
SMILES | WRN helicase inh | HEK293 tox | PLK1 PBD inh | PI5P4Ka inh | GLP1R ag | D3 antag | GLP1R inv ag | D3 ag | IL-2 act
CC(C)(C)c1csc(NC(=O)CSc2nc3ccccc3c(=O)[nH]2)n1 | -16% | -25% | ? | nt | 3% | 12 | -25% | -17 | -3.1
CCCCN(CC)CCCNC(=O)C1c2ccccc2C(=O)N(C)C1c1cn(C)c2ccccc12 (stereo unspecified) | -2% | -30% | -7% | -1 | 0% | -26 | ? | -9 | -2.1

Source: PubChem (National Center for Advancing Translational Sciences (NCATS))
